Screening data from PubChem.
TDP1 inh – qHTS Assay for Inhibitors of Tyrosyl-DNA Phosphodiesterase (TDP1) | Potency, µM (top dose mostly 130 µM), without a hit: at the top dose activity change, negative = inhibition, usual class: inhibitors | Tyrosyl-DNA phosphodiesterase 1 (Homo sapiens), Q9NUW8 | recombinant TDP1, AlphaScreen DNA substrate cleavage | AID 485290, 2010 | 0.28% of 350,000 active; also: nearly all actives have a fitted effect of over 40% in size
Target sequence (Q9NUW8 whole entry, looked up): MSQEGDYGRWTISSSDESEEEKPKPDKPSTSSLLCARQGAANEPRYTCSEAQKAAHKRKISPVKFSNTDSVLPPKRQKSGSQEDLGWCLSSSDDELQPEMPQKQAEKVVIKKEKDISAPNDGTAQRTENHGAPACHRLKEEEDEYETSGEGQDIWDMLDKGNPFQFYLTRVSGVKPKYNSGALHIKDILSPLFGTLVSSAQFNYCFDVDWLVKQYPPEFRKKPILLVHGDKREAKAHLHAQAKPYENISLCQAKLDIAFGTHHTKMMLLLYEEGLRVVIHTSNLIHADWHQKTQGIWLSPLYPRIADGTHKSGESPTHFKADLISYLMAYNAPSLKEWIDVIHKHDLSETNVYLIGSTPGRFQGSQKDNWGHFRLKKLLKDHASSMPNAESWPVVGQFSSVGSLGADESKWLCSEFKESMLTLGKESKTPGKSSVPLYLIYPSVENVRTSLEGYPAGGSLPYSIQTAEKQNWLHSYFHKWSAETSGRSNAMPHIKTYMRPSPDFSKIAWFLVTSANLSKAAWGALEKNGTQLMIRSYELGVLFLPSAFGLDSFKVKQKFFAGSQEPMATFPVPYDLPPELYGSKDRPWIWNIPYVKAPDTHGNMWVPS
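E. coli-derived human Tdp1, 1 nM final. Cpd preinc 15 min RT; substrate 15 nM final, 5 min RT; AS bead mix 10 ug/ml final, 10 min RT. Signal loss = tyrosine-FITC cleavage. No-enzyme wells = max signal.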
FEN1 inhibitor – qHTS Assay for the Inhibitors of Human Flap endonuclease 1 (FEN1). Potency, µM (doses to about 114 µM), for inactives: at the top dose activity change, negative = inhibition, usual class: inhibitors. Recombinant FEN1 flap cleavage, fluorescence, 15 min. P39748. 0.35% of 390,000 active; also: nearly all actives have a fitted effect of over 65% in size
Target sequence (P39748 whole entry, looked up): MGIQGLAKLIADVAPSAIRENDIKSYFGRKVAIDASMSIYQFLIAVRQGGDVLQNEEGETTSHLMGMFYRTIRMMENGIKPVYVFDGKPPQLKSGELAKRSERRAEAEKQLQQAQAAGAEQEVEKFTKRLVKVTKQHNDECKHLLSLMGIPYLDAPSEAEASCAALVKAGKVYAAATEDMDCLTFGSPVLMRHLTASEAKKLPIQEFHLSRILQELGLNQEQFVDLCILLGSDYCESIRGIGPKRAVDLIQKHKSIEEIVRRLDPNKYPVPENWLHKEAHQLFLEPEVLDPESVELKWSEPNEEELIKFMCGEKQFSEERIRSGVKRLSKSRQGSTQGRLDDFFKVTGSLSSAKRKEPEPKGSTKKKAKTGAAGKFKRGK
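Quantitative HTS format: each compound was titrated, incubated with 10 nM nuclease for 15 min at room temperature, then challenged with flap substrate at 50 nM final. Signal change over 15 min gave concentration–effect curves.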
N370S GC – qHTS Assay for Inhibitors and Activators of N370S glucocerebrosidase as a Potential Chaperone Treatment of Gaucher Disease. Lysosomal acid glucosylceramidase (Homo sapiens), P04062. AID 2101, 2009. Potency, µM (highest dose often 59.4 µM), for the others: at the highest dose activity change, negative = inhibition, hits mostly inhibitors. N370S GC spleen homogenate, 4MU-glucoside fluorescence. 0.092% of 330,000 active;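 also: 0% = full enzyme activity and -100% = no enzyme basal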
Starred values were filed as active, the others as inactive; ? = inconclusive; . = not tested or not shown; & = joins results of further samples; [ ] = another dose, or the depositor's remark. Calls follow the shape of the dose curve; as a rule, active = well fitted curve in the direction sought with a large enough effect; inconclusive = small, poorly fitted or top-dose-only effect, or another doubt; inactive = no such curve, though single readings can be large; an effect the other way counts as inactive or inconclusive. Unless noted, % is scaled to controls: 0 for no effect and ±100 for the full control effect; potency is read from the fitted curve at half-maximal effect.

SMILES	TDP1 inh	FEN1 inhibitor	N370S GC
CN(CC(=O)NCc1ccccn1)S(=O)(=O)c1ccccc1	-4%	-3%	15%
O=S(=O)(c1ccc(SCCOc2ccc(F)cc2)nc1)N1CCCC1	-10%	-4%	.
COc1ccc(-c2cnc(N)nc2-c2ccc(OCc3ccccc3)cc2O)cc1	6%	-26%	-3%
COc1ccc(CCNC(=O)C2CCN(C(=O)c3ccc(Br)cc3)CC2)cc1OC	.	19%	-1%
Cc1ccc(NC(=O)Cc2ccccc2Cl)cc1S(=O)(=O)N(C)C	8%	-6%	9%
CCN(CC)S(=O)(=O)c1ccc(NN)nc1	8%	-4%	0%
Cc1cccc(C)c1NC(=S)N1CCOCC1	1%	12%	-19%
CC(C)(C)NC(=O)CSc1ncnc2c1nnn2Cc1ccccc1Cl	-2%	-14%	-2%
CC(C)(C)NC(=O)C(c1ccc(F)cc1)N(Cc1ccco1)C(=O)CCC(=O)Nc1nccs1 (stereo not given)	10%	5%	-4%
CCN=C(N/N=C/c1ccc([N+](=O)[O-])cc1)SC	4%	1%	1%
COc1ccc(NC(=S)Nc2ccc(S(=O)(=O)N3CCOCC3)cc2)c(OC)c1	-2%	-3%	4%
Cc1ccc(S(=O)(=O)NC(=O)Nc2ccc(C)cn2)cc1	10%	-2%	1%
O=C(Nc1ccc(F)cc1)Nc1ccc(Oc2ncnc3cc(Cl)ccc23)nc1	.	4%	-4%
O=C(O)CCCN1C(=O)/C(=C/c2ccc(-c3nc4ccccc4s3)o2)SC1=S	-3%	-20%	-5%
COc1ccc(Cl)cc1S(=O)(=O)Nc1noc2ccccc12	.	-3%	-1%
Fc1ccc(CNCc2ccc3c(c2)OCO3)cc1	.	-1%	0%
Cc1cc(NC(=O)CCC(=O)N(c2ccc(F)cc2)C(C(=O)NC2CCCC2)c2cccnc2)no1 (stereo not given)	.	5%	-9%
CCOC(=O)N1CCN(C(=O)c2ccc3oc(CCCc4ccccc4)nc3c2)CC1	2%	-4%	-29%
NS(=O)(=O)c1ccc(Nc2ccc3nonc3c2[N+](=O)[O-])cc1	2%	-1%	-4%
CCN1CCn2c1nc(N1CCCCC1)nc2=O	7%	20%	4%
O=C(COc1ccc(-n2cnnn2)cc1)Nc1cc(Cl)cc(Cl)c1	-12%	-3%	-21%
CN(CC(=O)Nc1ccc(C#N)cc1)Cc1ccc(Cl)c(Cl)c1	0%	-12%	-6%
Cc1cnnn1-c1cccc([N+](=O)[O-])c1	5%	17%	5%
COc1cccc(C(=O)Nc2cc(=O)n(C)c(=O)n2C)c1OC	1%	1%	0%
Cn1c(=O)c2c(ncn2CC(O)CO)n(C)c1=O (stereo not given)	3%	-13%	-9%&8%
The list continues.
SMILES	TDP1 inh	FEN1 inhibitor	N370S GC
Cc1nn(C)cc1CNC(=O)c1cnn2c1NC(c1ccc(Br)cc1)CC2C(F)(F)F (stereo not given)	1%	-4%	0%
N#Cc1ccc(NC(=O)COCc2cc(-c3ccco3)on2)cc1	1%	11%	.
CN1C(=O)c2[nH]nc(-c3ccc(F)cc3)c2C1c1ccccn1 (stereo not given)	5%	-3%	.
COc1cccc(NC(=O)CSc2nnc(-c3cc(C)n(-c4ccccc4)c3C)o2)c1	2%	-7%	?
O=C(Nc1ccccc1Br)c1ccc(OC(=S)N2CCOCC2)cc1	-3%	2%	-9%
CC(=O)c1ccc(OCCCC(=O)NC2CCC(C)CC2)cc1 (stereo not given)	1%	-2%	5%
CC(=O)C1(C)CC2(CC(C)(C)OC2=O)C(=O)O1 (stereo not given)	11%	.	-22%
CC(=O)c1ccc(S(=O)(=O)N2CCN(C(=O)CCC3CCCC3)CC2)cc1	-2%	-1%	-13%
COc1ccc(Cl)cc1NC(=O)CSc1nnc(C2CC2)n1C	7%	-1%	-7%
Cc1ccccc1CN1C(=O)CSc2ccc(C(=O)N3CCOCC3)cc21	7%	11%	-16%
O=[N+]([O-])c1c(Nc2cccc(O)c2)cc(Cl)c2nonc12	.	50µM*	-4%
CCCCNC(=O)CCCCCn1c(=O)[nH]c2cc(C(=O)OC)ccc2c1=O	1%	3%	4%
CN1CCN(S(=O)(=O)c2cccc(C(=O)N(Cc3nnc(-c4ccc(Cl)cc4)o3)C3CC3)c2)CC1	-10%	3%	4%
CCn1nc(C)c(CNC(=O)C2CCC(=O)N(Cc3cccc(F)c3)C2)c1C (stereo not given)	1%[56.1 µM]	-5%	0%
COc1ccc(S(=O)(=O)Nc2cc(C(=O)NCCC(C)C)ccc2N2CCOCC2)cc1	3%	12%	-3%
CCn1cc(CNC(=O)NC2CCCCC2)c(C)n1	0%	-4%	-3%
Cc1ccc(C)c(S(=O)(=O)NCc2ccc(C(=O)NCc3ccco3)cc2)c1	8%	1%	10%
CCCCSCCCNC(=O)c1cn(C)c2ccc(S(=O)(=O)N3CCCC3)cc2c1=O	2%&-2%	1%&13%	-8%
CCC(NC(=O)c1cc(COc2ccc(OC)cc2Cl)on1)c1ccncc1 (stereo not given)	2%	-7%	-4%
NC1=NC[C@H](Cc2ccccc2)N1CCCCC1CCCCC1	4%	-9%	-10%
CCOc1ccccc1C(=O)OCC(=O)NCC1CCCO1 (stereo not given)	0%	0%	.
CNC(=S)N(Cc1ccco1)Cc1cc2cc(OC)c(OC)cc2[nH]c1=O	3%	1%	18%
COc1cccc(CNC(=O)N2CCc3c(sc4c3CCCC4)C2c2ccc(F)cc2)c1 (stereo not given)	1%	-13%	.
O=c1[nH]c(=O)c2ncn(C3OC(CO)C(O)C3O)c2[nH]1 (stereo not given)	3%	?	.
CCc1cc(C(c2cccc(OC)c2)N2CCOCC2)c(NC(=O)c2ccccc2)s1 (stereo not given)	0%	-19%	7%
(listing goes on)
SMILES	TDP1 inh	FEN1 inhibitor	N370S GC
Cc1ccc(SCC(=O)OCC(=O)NCc2ccco2)cc1	4%	1%	.
CC(=O)/C(C(=N)N1CCN(C(c2ccccc2)c2ccccc2)CC1)=C(\C)O	0%	4%	1%
CC(C)CC(NC(=O)C1CCC(C)CC1)C(=O)N1CCN(c2ccccn2)CC1 (stereo not given)	4%	1%	22%
CN(C)S(=O)(=O)c1ccc(NC(=O)CSc2n[nH]c(=O)n2C2CC2)cc1	-2%	3%	11%
CC1Cc2cc(/C=C3/SC(=S)N(C)C3=O)ccc2O1 (stereo not given)	4%	1%	11%
CCCc1cc(=O)[nH]c(-n2[nH]c3c(c2=O)CCCC3)n1	5%	3%	6%
CC(C)c1cc(C(=O)N/N=C/c2ccoc2)c(O)c(C(C)C)c1	1%[56.1 µM]	-16%	?
Cn1nccc1C(=O)N1CCN(c2ccccc2F)CC1	-2%	1%	-26%
CCCN(CC(=O)Nc1cc(Cl)ccc1Cl)C(=O)c1ccc2n[nH]nc2c1	0%[56.1 µM]	11%	.
CC(C)CC(NC(=O)c1ccccc1)C(=O)OCC(=O)Nc1ccc(Br)cn1 (stereo not given)	5%	-6%	9%
CN1C=CC=C/C1=C1\SC(=S)N(Cc2ccccc2)C1=O	5%	12%	0%
NC(=O)C1CCN(C2=C(NS(=O)(=O)c3ccc(Cl)cc3)C(=O)c3ccccc3C2=O)CC1	7%	3%	-3%
O=C(N/N=C/c1ccc(C(F)(F)F)cc1)c1ccncc1	2%	-1%	-9%
CC(=O)Nc1ccc(Nc2nc(C)c([N+](=O)[O-])c(N(C)c3ccccc3)n2)cc1	.	-8%	-6%
O=C(NNc1ccccc1C(F)(F)F)c1sccc1Br	8%	-12%	6%
CCc1cccc(CC)c1NC(=O)C1SC(=Nc2ccccc2C)C(c2nc3ccccc3s2)=C1N (stereo not given)	10%	-15%	20%
CCCCC(=O)Nc1ccccc1CC	.	0%	10%
CCc1ccc(OCC(=O)Nc2ccncc2)cc1	.	-4%	-10%
CCOC(=O)[C@@H]1[C@H]2COc3cc(OC)ccc3[C@@H]2N2C(=O)N(c3ccc(F)cc3)C(=O)[C@@]12C	2%	-6%	.
CNC(=O)NC1CCCc2ccccc21 (stereo not given)	-6%	-14%	-6%
CCN(CC)CCn1c2c(c(SCC(=O)Nc3cc(C)on3)nc1=O)CCCC2	1%	2%	1%
COc1ccc(C(=O)OC2CC3CC[C@H](C2)N3C(C)=O)cc1OC (stereo not given in full)	9%	.	2%
N=c1nc(SCCC(=O)O)ss1	0%	4%	-3%
COc1ccc(-n2nc3c(c2NC(=O)C(C)Oc2ccccc2)CS(=O)(=O)C3)cc1 (stereo not given)	1%	-3%	-5%
COCCCC1CCN(C(=O)CCc2nnc(CCCCc3ccccc3)o2)CC1	-1%	15%	-22%
(continued)
SMILES	TDP1 inh	FEN1 inhibitor	N370S GC
CC#CCN1c2ccccc2[C@]23C[C@@H](C(=O)OC)N(S(=O)(=O)c4ccc(C#N)cc4)C2=NC(C(=O)OC)=C(C(=O)OC)[C@H]13	8%[12.3 µM]	.	2%[12.8 µM]
CN(C(=O)COc1ccccc1C(=O)NCCOc1ccccc1)c1ccccc1	5%	-8%	27%
O=C(C#Cc1ccccc1)c1ccco1	10%	-13%	-11%
Cc1cc(C)n2nc(C(=O)N3CCCC(Nc4ccc(C(C)C)cc4)C3)cc2n1 (stereo not given)	2%	-8%	14%
COCc1c(C(=O)N2CCN(c3ccc(C(F)(F)F)cn3)CC2)oc2ccccc12	0%	-18%	-3%
Cc1ccc(NC(=O)CCC(=O)NNC(=O)Nc2cccc(Cl)c2)c(C)c1	1%	-2%	1%
Cc1ccc(S(=O)(=O)NCCNC(=O)N2CCOCC2)cc1	1%	5%	1%
COc1cccc(N2CCN(C(=O)Cn3ncc4c5ccccc5n(C)c4c3=O)CC2)c1	0%	-4%	.
CC1CC[C@]2(CO)CC[C@]3(C)C(=CCC4[C@@]5(C)CCC(O)C(C)(C)C5CC[C@@]43C)C2C1C (stereo not given in full)	12%	.	12%
Cc1cccc(OCCCCCN2CCOCC2)c1	.	5%	-3%
CC(C)(C)OC(=O)NCCCC[C@H](NC(=O)c1nc[nH]c1C(=O)NCc1ccccc1)C(=O)OC(C)(C)C	9%	-4%	.
CCc1noc(C)c1C(=O)N1CC(C)SC1=Nc1ccc(Cl)cc1 (stereo not given)	-4%	-16%	.
CCOC(=O)N1CCC(NC(=O)c2cc3c(-c4ccccc4F)nn(C)c3s2)CC1	3%	-1%	4%
N#Cc1nc(Cc2cccc3ccccc23)oc1NCC1CCCO1 (stereo not given)	9%	-4%	7%
O=C1CSc2ccc(S(=O)(=O)CCC(=O)NC3CCCCC3)cc2N1	1%	3%	-17%
C=CCSc1nc2sc3c(c2c(=O)[nH]1)CCC3	5%	-9%	11%

16 of the compounds above, with two lines to a compound:
Under each structure – TDP1 inh	FEN1 inhibitor	N370S GC
COCCCC1CCN(C(=O)CCc2nnc(CCCCc3ccccc3)o2)CC1
  -1%	15%	-22%
CC#CCN1c2ccccc2[C@]23C[C@@H](C(=O)OC)N(S(=O)(=O)c4ccc(C#N)cc4)C2=NC(C(=O)OC)=C(C(=O)OC)[C@H]13
  8%[12.3 µM]	.	2%[12.8 µM]
CN(C(=O)COc1ccccc1C(=O)NCCOc1ccccc1)c1ccccc1
  5%	-8%	27%
O=C(C#Cc1ccccc1)c1ccco1
  10%	-13%	-11%
Cc1cc(C)n2nc(C(=O)N3CCCC(Nc4ccc(C(C)C)cc4)C3)cc2n1 (stereo not given)
  2%	-8%	14%
COCc1c(C(=O)N2CCN(c3ccc(C(F)(F)F)cn3)CC2)oc2ccccc12
  0%	-18%	-3%
Cc1ccc(NC(=O)CCC(=O)NNC(=O)Nc2cccc(Cl)c2)c(C)c1
  1%	-2%	1%
Cc1ccc(S(=O)(=O)NCCNC(=O)N2CCOCC2)cc1
  1%	5%	1%
COc1cccc(N2CCN(C(=O)Cn3ncc4c5ccccc5n(C)c4c3=O)CC2)c1
  0%	-4%	.
CC1CC[C@]2(CO)CC[C@]3(C)C(=CCC4[C@@]5(C)CCC(O)C(C)(C)C5CC[C@@]43C)C2C1C (stereo not given in full)
  12%	.	12%
Cc1cccc(OCCCCCN2CCOCC2)c1
  .	5%	-3%
CC(C)(C)OC(=O)NCCCC[C@H](NC(=O)c1nc[nH]c1C(=O)NCc1ccccc1)C(=O)OC(C)(C)C
  9%	-4%	.
CCc1noc(C)c1C(=O)N1CC(C)SC1=Nc1ccc(Cl)cc1 (stereo not given)
  -4%	-16%	.
CCOC(=O)N1CCC(NC(=O)c2cc3c(-c4ccccc4F)nn(C)c3s2)CC1
  3%	-1%	4%
N#Cc1nc(Cc2cccc3ccccc23)oc1NCC1CCCO1 (stereo not given)
  9%	-4%	7%
O=C1CSc2ccc(S(=O)(=O)CCC(=O)NC3CCCCC3)cc2N1
  1%	3%	-17%
